MmCpn inh: Inhibitors of TCP-1 ring complex (TRiC) of Methanococcus maripaludis (MmCpn): qHTS; Chaperonin Mm-Cpn (Methanococcus maripaludis); purified Mm-Cpn ATPase, ADP Transcreener TR-FRET; Potency, µM (series often up to 76.9 µM), inactives show top-dose activity, negative = inhibition, actives largely listed as inhibitors; 330,000 compounds, 0.031% hits; also: potency is read from the fitted curve at half-maximal effect; % is scaled to controls: 0 for no effect and ±100 for the full control effect; nearly all actives have a fitted effect of over 80% in size
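Measured: ADP formation by purified Mm-CPN. Conditions: 25 nM protein, 10 uM ATP, Tris pH 7.4 with Mg2+, K+ and DTT, 37°C for 30 min. Detection: Transcreener HTRF after 30 min at room temperature.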
WRN inhibitor: qHTS for Inhibitors of WRN Helicase; 360,000 compounds, 0.46% hits; Potency, µM (series often up to 114 µM), without a hit: at the highest dose activity change, negative = inhibition, usual class: inhibitors; Bifunctional 3'-5' exonuclease/ATP-dependent helicase WRN (Homo sapiens), Q14191; WRN helicase unwinding, fluorescent forked duplex, kinetic; also: potency is read from the fitted curve at half-maximal effect; % is scaled to controls: 0 for no effect and ±100 for the full control effect; nearly all actives have a fitted effect of over 55% in size
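Kinetic fluorescence helicase assay: unwinding of a quenched forked DNA duplex (100 nM final) with 2 mM ATP final raises red fluorescence (525/598 nm). Compounds sat 15 min at room temperature with 20 nM WRN beforehand.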
PI5P4Ka inh: qHTS for Inhibitors of phosphatidylinositol 5-phosphate 4-kinase (PI5P4K); Phosphatidylinositol 5-phosphate 4-kinase type-2 alpha (Homo sapiens), P48426; PI5P4Kalpha enzyme, ADP-Glo luminescence, 60 min; hits give low values; max response, %; 330,000 compounds, 1.2% hits; AID 652105, 2013; active = max response of -50% or lower; inconclusive = between -30% and -50%; inactive = -30% or higher; also: value at the top dose of about 77 µM; % is scaled to controls: 0 for no effect and ±100 for the full control effect
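Luminescence from ADP-Glo served as readout of PI5P4Kalpha activity in a qHTS format. Reaction: enzyme, substrate, compound, ATP at 5 microM final, 60 min at RT.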
EPAC1 antagonist: qHTS for Antagonist of cAMP-regulated guanine nucleotide exchange factor 3 (EPAC1): primary screen | 360,000 compounds, 0.14% hits | Rap guanine nucleotide exchange factor 3 (Homo sapiens), O95398 | EPAC1 GEF assay, Rap1b-BODIPY-GDP exchange fluorescence | Potency, µM (titrated, usually from 115 µM), for inactives: top-dose activity change, negative = inhibition, most hits filed as inhibitors;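 also: potency is read from the fitted curve at half-maximal effect; plate controls were vehicle for no effect and positive control for full effect; nearly all actives have a fitted effect of over 50% in size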
EPAC2 antag: qHTS for Antagonist of cAMP-regulated guanine nucleotide exchange factor 2 (EPAC2): primary screen. Rap guanine nucleotide exchange factor 4 (Homo sapiens), Q8WZA2. EPAC2 GEF exchange of Rap1B-BODIPY-GDP, fluorescence. Potency, µM (doses to about 114 µM), for the others: at the top dose activity, negative = inhibition, usual class: inhibitors. 360,000 compounds, 0.18% hits. AID 720708, 2013; also: potency is read from the fitted curve at half-maximal effect; % is scaled to controls: 0 for no effect and ±100 for the full control effect; nearly all actives have a fitted effect of over 45% in size; many of its hits are not listed in these tables
Target sequence (Q8WZA2 whole entry, looked up): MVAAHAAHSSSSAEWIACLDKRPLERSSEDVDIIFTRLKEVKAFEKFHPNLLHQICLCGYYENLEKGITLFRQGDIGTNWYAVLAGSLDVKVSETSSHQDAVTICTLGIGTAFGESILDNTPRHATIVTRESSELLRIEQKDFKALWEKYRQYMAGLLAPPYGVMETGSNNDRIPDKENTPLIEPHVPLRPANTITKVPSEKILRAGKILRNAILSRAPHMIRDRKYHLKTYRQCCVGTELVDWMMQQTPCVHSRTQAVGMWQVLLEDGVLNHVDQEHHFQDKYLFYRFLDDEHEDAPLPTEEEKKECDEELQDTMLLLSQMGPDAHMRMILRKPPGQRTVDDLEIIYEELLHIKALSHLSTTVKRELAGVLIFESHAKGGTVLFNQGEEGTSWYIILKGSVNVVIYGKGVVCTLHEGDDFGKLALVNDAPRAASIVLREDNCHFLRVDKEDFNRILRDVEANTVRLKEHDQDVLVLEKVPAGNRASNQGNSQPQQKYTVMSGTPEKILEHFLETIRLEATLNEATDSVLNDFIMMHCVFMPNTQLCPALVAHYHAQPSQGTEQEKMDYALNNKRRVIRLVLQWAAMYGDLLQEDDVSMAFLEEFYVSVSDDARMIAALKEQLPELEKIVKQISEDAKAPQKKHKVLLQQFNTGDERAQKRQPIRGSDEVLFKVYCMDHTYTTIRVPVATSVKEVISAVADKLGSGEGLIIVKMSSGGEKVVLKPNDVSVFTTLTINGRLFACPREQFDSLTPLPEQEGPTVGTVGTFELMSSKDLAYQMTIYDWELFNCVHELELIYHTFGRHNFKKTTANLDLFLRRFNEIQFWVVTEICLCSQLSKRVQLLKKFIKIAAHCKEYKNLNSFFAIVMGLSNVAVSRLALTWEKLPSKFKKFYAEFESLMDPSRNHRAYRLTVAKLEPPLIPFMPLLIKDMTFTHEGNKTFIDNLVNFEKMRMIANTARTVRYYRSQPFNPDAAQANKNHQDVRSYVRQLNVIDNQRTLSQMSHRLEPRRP
EPAC1 ag: qHTS for Agonist of cAMP-regulated guanine nucleotide exchange factor 3 (EPAC1): primary screen; Rap guanine nucleotide exchange factor 3 (Homo sapiens), O95398; EPAC1 agonist qHTS, biochemical assay; response scale: 100% = response to 6.5 mM cAMP; Potency, µM (titrated, usually from 154 µM), for inactives: at the top dose activation, usual class: activators; 360,000 compounds, 0.073% hits; also: potency is read from the fitted curve at half-maximal effect; nearly all actives have a fitted effect of over 60% in size
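Normalized to 6.5 mM cAMP, activity reflects EPAC1-catalysed release of BODIPY-GDP from Rap1B, followed kinetically over 30 min at 480 nm excitation, 540 nm emission. Reaction contained 100 nM EPAC1, 250 nM Rap1B-BODIPY-GDP, 50 uM GDP.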
CCT modulator: High-Throughput Screening for Modulators of Cytosolic Chaperonin Activity. 360,000 compounds, 0.3% hits. activity change, % (concentration not given with the values), hits read low. purified chaperonin ATPase assay, HTRF ADP detection, 30 min; in the data active = activity change below about -30%; also: % is scaled to controls: 0 for no effect and ±100 for the full control effect
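ATPase activity: ADP formed was measured by HTRF Transcreener (665/615 nm ratio) after 30 min at 37 deg C with 10 uM ATP. Compounds screened at one 76 uM concentration against 40 or 20 nM TRiC in Tris pH 7.4/KCl/MgCl2/DTT buffer.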
PLK1 PBD block: qHTS for Inhibitors of PLK1-PDB (polo-like kinase 1 - polo-box domain): Primary Screen. Serine/threonine-protein kinase PLK1 (Homo sapiens), P53350. Plk1 PBD binding of FITC phosphopeptide, fluorescence polarization. Potency, µM, for the others: max response, negative = inhibition, actives largely listed as inhibitors. 360,000 compounds, 2.8% hits; also: potency is read from the fitted curve at half-maximal effect; series mostly up to about 57 µM; % is scaled to controls: 0 for no effect and ±100 for the full control effect; nearly all actives have a fitted effect of over 65% in size
Active calls of the source: *; ? = inconclusive; . = no result given; [ ] = dose if it differs, or a comment. Unless noted, calls follow the shape of the dose curve; as a rule, active = well fitted curve in the direction sought with a large enough effect; inconclusive = small, poorly fitted or top-dose-only effect, or another doubt; inactive = no such curve, though single readings can be large; an effect the other way counts as inactive or inconclusive.

SMILES	MmCpn inh	WRN inhibitor	PI5P4Ka inh	EPAC1 antagonist	EPAC2 antag	EPAC1 ag	CCT modulator	PLK1 PBD block
COc1cc(OC)cc(C(=O)OCC(=O)N2CCCC2)c1	1%	3%	3	-5%	9%	4%	-0.7	-4%
Cc1cc(C)c2c(N)c(C(=O)c3ccc(Cl)cc3Cl)sc2n1	0%	-17%	17	3%	16%	5%	1.7	-1%
O=C(Nc1cccc(Cl)c1)C1COc2ccccc2O1 (centres undefined)	0%	1%	1	0%	?	6%	-0.8	6%
CC(=O)c1c(C)[nH]c(C(=O)NCc2ccccc2F)c1C	1%	1%	3	0%	1%	-4%	-0.9	6%
O=C(Nc1ccc(Oc2ccc(NC(=O)Nc3ccccc3Cl)cc2)cc1)Nc1ccccc1Cl	-6%	3%	-1	-3%	2%	-5%	-3.0	4%
C[C@@H]1CN([C@@H](C)CO)C(=O)c2cc(Br)cnc2O[C@H]1CN(C)C(=O)C1CC1	.	-2%	-4	3%	0%	-15%	-1.7	-16%
COc1ccc(-c2ccc3c(c2)C2CC3CCN2C(=O)C2CCCCC2)cc1 (centres undefined)	.	-4%	-1	-1%	-5%	13%	-0.4	-9%
O=C(COc1ccccc1)N1CCN(S(=O)(=O)c2cccc([N+](=O)[O-])c2)CC1	0%	-7%	6	-5%	10%	-9%	1.6	8%
CC(=O)N1CCc2cc(Br)cc(S(=O)(=O)NCCCN3CCCC(C)C3)c21 (centres undefined)	0%	-10%	-3	4%	3%	-3%	0.5	3%
Cc1ccc(S(=O)(=O)N2CCC(C(=O)N(C)C3CCS(=O)(=O)C3)CC2)cc1 (centres undefined)	-1%	7%	?	14%	4%	-1%	-0.2	6µM*
CCC(C)COC(=O)C(C#N)c1nc2ccccc2nc1N1CCCCC1 (centres undefined)	-30%	7%	6	2%	-1%	0%	1.4	3%
Cn1cnnc1SCC(=O)NCc1cccc(C(F)(F)F)c1	-3%	4%	.	3%	-4%	5%	-0.2	-5%
COC(=O)Cc1c(C)nc2nc(NCc3c(F)cccc3Cl)[nH]n2c1=O	?	-27%[57.1 µM]	1	-6%	7%	-17%	-1.0	-11%
COc1cccc(CNC(=O)C2CCC(=O)N(CCc3cccc(F)c3)C2)c1 (centres undefined)	2%	-2%	-4	-6%	-2%	?	-0.7	6%
Cc1ccccc1-c1nc2cc(N)ccc2o1	-9%	1%	1	-14%	-1%	5%	0.4	-1%

Arranged by molar mass (ascending): four of the compounds above.
SMILES	MmCpn inh	WRN inhibitor	PI5P4Ka inh	EPAC1 antagonist	EPAC2 antag	EPAC1 ag	CCT modulator	PLK1 PBD block
O=C(Nc1cccc(Cl)c1)C1COc2ccccc2O1 (centres undefined)	0%	1%	1	0%	?	6%	-0.8	6%
Cc1cc(C)c2c(N)c(C(=O)c3ccc(Cl)cc3Cl)sc2n1	0%	-17%	17	3%	16%	5%	1.7	-1%
COc1ccc(-c2ccc3c(c2)C2CC3CCN2C(=O)C2CCCCC2)cc1 (centres undefined)	.	-4%	-1	-1%	-5%	13%	-0.4	-9%
C[C@@H]1CN([C@@H](C)CO)C(=O)c2cc(Br)cnc2O[C@H]1CN(C)C(=O)C1CC1	.	-2%	-4	3%	0%	-15%	-1.7	-16%

Next part
SMILES	MmCpn inh	WRN inhibitor	PI5P4Ka inh	EPAC1 antagonist	EPAC2 antag	EPAC1 ag	CCT modulator	PLK1 PBD block
O=C(c1cc2cc(Br)ccc2oc1=O)N1CCN(c2ccccn2)CC1	0%	11%	.	-10%	-11%	6%	-1.2	-5%
CC(C)(C)c1nnc(N/N=C/c2ccccc2O)n(N)c1=O	2%	0%	-3	-16%	-26%	7%	1.8	0%
CC(OC(=O)c1ccc2c(c1)C(=O)N(Cc1ccncc1)C2=O)C(=O)Nc1cccc(Cl)c1Cl (centres undefined)	0%	-7%	-8	3%	-4%	10%	-0.4	-4%
COc1cc2c(=O)n(CC3CCCO3)c(=O)n(CC(=O)Nc3ccccc3)c2cc1OC (centres undefined)	0%	-4%	0	-3%	5%	-7%	-0.3	1%
O=C(Cn1c(=O)oc2ccccc21)Nc1nc(-c2ccccc2)cs1	2%	-12%	.	6%	-2%	2%	0.1	-1%
Cc1[nH]n(-c2ccccc2)c(=O)c1C(C[N+](=O)[O-])c1ccc(F)cc1 (centres undefined)	-1%	?	-6	5%	2%	8%	-2.3	?
OCCC1CN(Cc2ccc(C(F)(F)F)cc2)CCN1Cc1ccccc1 (centres undefined)	3%	-1%	17	2%	2%	-4%	-1.0	0%
Cc1ccc(NC(=S)NCC23C=CC(O2)C2C(=O)N(c4ccc(C)cc4)C(=O)C23)cc1 (centres undefined)	-2%	-29%	-14	-3%	-4%	-5%	0.4	-10%
Cc1cccc(C)c1NC(=O)COC(=O)CCc1ccc(S(=O)(=O)N2CCCCC2)cc1	-1%	3%	-2	12%	-4%	-3%	-0.5	3%
CSC1=NCCN1C(=O)c1ccc(S(=O)(=O)N(C)C)cc1	1%	0%	3	-4%	-12%	-21%	0.4	27µM*
Cc1nc2ccccc2c(=O)n1NC(=O)/C=C/c1ccccc1	2%	1%	-7	-4%	13%	-4%	2.6	-6%
COCCCNC(=O)c1sc2ncn(CC(=O)Nc3ccc(C)c(Cl)c3)c(=O)c2c1C	-2%	-2%	3	-1%	0%	-3%	0.8	-2%
O=C1CCC(=O)N1c1ccc(S(=O)(=O)N2CCCC2)cc1	-1%	0%	-4	-8%	-1%	-12%	0.9	4%
O=C(CS(=O)(=O)c1ccc(F)cc1)N1CCOCC1	-5%	6%	-5	-1%	15%	1%	-0.3	-1%
Cc1cc(OCC(O)CNC(C)c2ccccc2)ccc1C(C)C (centres undefined)	-1%	3%	13	-3%	2%	-6%	2.7	3%
O=C1c2ccccc2C2=Nc3ccccc3SC(c3cccc(F)c3)C12 (centres undefined)	0%	-2%	-9	-5%	2%	11%	-3.3	-3%
CCN(CC)C(=O)C1CCCN(C(=O)c2ccc3nc(-c4cccc(OC)c4)oc3c2)C1 (centres undefined)	.	11%	1	-7%	2%	-9%	-0.6	5%
Cc1ccc(NC(=O)CCC(=O)N/N=C/c2cccs2)cc1C	2%	-10%	-4	-1%	0%	-2%	-1.5	-7%
CC(C)CC1NC(=O)c2cc3ccccc3cc2-n2c1nc1cc(Cl)ccc1c2=O (centres undefined)	.	-2%	0	4%	-1%	-9%	1.5	-4%
CCN(CC)CCNC(=S)Nc1ccc2nc3n(c(=O)c2c1)CCCCC3	0%	5%[57.1 µM]	2	?	3%	8%	1.0	-12%
CCOc1ccc(OCCC(=O)OCC(=O)NC2CCCC2)cc1	-19%	7%	1	-12%	9%	-1%	-0.6	-4%
Cc1ccc(N(CCC(=O)O)S(=O)(=O)c2ccc(C)cc2)cc1	-1%	2%	2	-23%	-1%	-12%	2.1	-2%
Cc1ccc(S(=O)(=O)Nc2c(C)nn(C)c2C)c(C)c1	0%	0%	-1	-2%	11%	3%	2.1	1%
O=C(NC1=C(Nc2ccc(F)cc2)C(=O)c2ccccc2C1=O)c1ccc(Cl)cc1	-1%	-24%[57.1 µM]	-10	-1%	3%	-10%	-0.9	-7%
CCNS(=O)(=O)c1ccc(CCC(=O)N2CCN(c3ccccc3)CC2)cc1	0%	7%	-6	-17%	4%	-1%	-7.0	0%
Cc1cc(C)c(S(C)(=O)=O)c(Oc2ccc(F)cc2)n1	4%	7%	-5	6%	16%	-6%	-0.4	-9%
O=C(NCCCn1ccnc1)/C(=C\c1cccs1)NC(=O)c1ccccc1	-2%	9%	-3	-2%	1%	7%	-0.4	-14%
CCC1CCc2sc(C(=O)NCc3ccccn3)cc2C1 (centres undefined)	-6%	1%	1	-8%	0%	2%	-1.5	-12%
CCCCC(=O)Nc1ccc(C(=O)NCCCn2ccnc2)cc1	-1%	-2%	.	-2%	3%	0%	-2.1	-4%
O=C(Nc1cccc2ccccc12)c1csc(COCCO)n1	.	-13%	4	1%	-2%	-7%	-2.0	-7%
CC(C)(C)NC(=O)CN1CCCN(C(=O)c2cccc(S(=O)(=O)N3CCc4ccccc43)c2)CC1	-5%	12%	2	20%	0%	-10%	0.0	-1%
NNc1nc2c(Cl)ccc(Cl)c2s1	-3%	?	?	?	-1%	1%	-2.7	-3%
O=C(/C=C/c1ccc(OCc2cccc(Cl)c2)cc1)N1CCOCC1	3%	-6%	13	6%	-3%	-4%	-1.5	3%
CCCCN(CCCC)CCNC(=O)CN1C(=O)CSc2ccc(S(=O)(=O)N3CCOCC3)cc21	3%	6%	0	-2%	-5%	1%	0.0	-6%
Fc1ccc(-c2nc3ccc(Cl)cn3c2Cc2cccc(Cl)c2)cc1	.	-11%	9	-14%	-19%	2%	1.8	-10%
CCC(C)NS(=O)(=O)c1ccc(OCC(=O)N2CCC(C)CC2)cc1 (centres undefined)	2%	-2%	.	-4%	1%	-2%	0.4	-3%
CC1(Cc2ccc3c(c2)OCO3)NC(=O)NC1=O (centres undefined)	2%	5%	3	12%	11%	9%	2.6	2%
Cc1ccc(C(=O)C(OC(=O)CN2C(=O)c3ccccc3C2=O)c2ccccc2)cc1 (centres undefined)	-3%	10%	2	-2%	1%	6%	-1.8	-9%
Cc1[nH]c2ccccc2c1CCC(N)=O	0%	-6%	.	0%	7%	-7%	1.3	-10%
CCCN1C(=O)/C(=C\C=C2/Sc3ccccc3N2CCO)SC1=S	-1%	-12%	2	-3%	-13%	10%	-0.2	-13%
O=C(c1c[nH]c2ccc(S(=O)(=O)N3CCC4(CC3)OCCO4)cc2c1=O)N1CCOCC1	0%	-2%	0	8%	11%	-1%	-0.6	-1%
COc1cc2c(cc1OC)CN(C(=O)CCNC(=O)c1ccccc1Cl)CC2	2%	5%	0	-3%	9%	8%	-1.0	-3%

A portion of the library; the hit share may differ from the screen's.
